KB-3-1 tox – kills parental KB-3-1 adenocarcinoma cells | 1.4% of 400,000 active | AID 1347075 | Potency, µM (series often up to 46.1 µM), without a hit: at the highest dose activity change, negative = cytotoxic, most hits filed as cytotoxic | KB-3-1 viability, CellTiter-Glo ATP luminescence, 72 h; note: potency is the fitted concentration of half-maximal effect; % is set by controls: 0 for no effect and ±100 for the full control effect; nearly all actives have a fitted effect of over 60% in size
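Viability of parental KB-3-1 cells, measured by CellTiter-Glo luminescence, followed a 72 h incubation at 37 °C with pinned compounds in phenol-red-free DMEM containing 10% FBS.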
SW480 rerep – inducers of DNA re-replication in SW480 colon cancer cells; 1.8% of 340,000 active; Potency, µM (top dose mostly 46.1 µM), inactives show at the top dose re-replication activation, usual class: activators; SW480 DNA re-replication, Hoechst DNA content imaging, 48 h; note: potency is the fitted concentration of half-maximal effect; % of control where 0% means no effect; nearly all actives have a fitted effect of over 55% in size
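Quantitative HTS format with DMSO vehicle controls; 48 hr drug incubation at 37 C, then 40 min Hoechst staining and scanning imager measurement at 405 nm excitation.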
IL-1B inflam inh – inhibitors of inflammasome signaling (IL-1 beta secretion); THP-1 LPS/ATP IL-1B secretion, AlphaLISA, 16 h; hits give low values; activity change, % at 57.5 µM; 4.7% of 360,000 active; AID 743279; in the data active = activity change below about -50%; inconclusive = mostly about -30% to -49%; note: % is set by controls: 0 for no effect and ±100 for the full control effect
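THP-1 cells pretreated 1 hr with compounds (up to 57.5 uM final), then stimulated with LPS (250 ng/mL final) plus ATP (1.25 mM final); secreted IL-1B measured by AlphaLISA after 16 hr, decreased signal indicating inhibition.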
HT1080 IDH1KD tx – HT-1080 IDH1 knockdown cell toxicity (counter line) | HT-1080 IDH1 knockdown viability, ATP luminescence, 48 h | Potency, µM (doses to about 46.1 µM), without a hit: at the top dose activity, negative = toxicity, hits mostly cytotoxic | 2% of 360,000 active | AID 686971;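 note: potency is the fitted concentration of half-maximal effect; 0% = DMSO wells and -100% = cell-free medium wells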
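Luminescent ATP read-out (CellTiter-Glo, 10 min at room temperature) after 48 h compound exposure at 37 °C gave viability of IDH1-knockdown HT-1080 cells. Activity was normalised to DMSO and cell-free wells, then fitted as concentration-response curves.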
KB-V1 cytotox – KB-V1 MDR subline cytotoxicity; 3.4% of 400,000 active; KB-V1 MDR cells viability, CellTiter-Glo, 72 h; Potency, µM (titrated, usually from 46.1 µM), without a hit: at the top dose activity change, negative = cytotoxicity, usual class: cytotoxic; note: potency is the fitted concentration of half-maximal effect; % is set by controls: 0 for no effect and ±100 for the full control effect; nearly all actives have a fitted effect of over 60% in size
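Following 72 h at 37 degrees C with compound, KB-V1 cell viability was read by CellTiter-Glo luminescence, medium being phenol-red-free DMEM plus 10% FBS; concentration-response parameters came from normalized, curve-fitted qHTS data.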
HT1080-NT tox – kills 2HG-producing HT-1080-NT fibrosarcoma cells. Potency, µM (top dose mostly 46.1 µM), for inactives: at the top dose activity, negative = less viability, usual class: cytotoxic. 1.6% of 360,000 active. HT-1080-NT fibrosarcoma viability, CellTiter-Glo ATP luminescence, 48 h;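 note: NT is the 2HG producing partner of a matched IDH1 knockdown line; potency is the fitted concentration of half-maximal effect; 0% = DMSO-treated cells and -100% = media-only wells without cells; nearly all actives have a fitted effect of over 55% in size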
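Compounds were tested in concentration-response format on HT-1080-NT cells for 48 hours at 37 degrees C. Cell viability came from CellTiter-Glo luminescence; curves were classified by r2, response magnitude and activity.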
MCF10A rerep – inducers of DNA re-replication in MCF 10A breast cells. 2.9% of 350,000 active. MCF 10A DNA re-replication, Hoechst nuclear intensity, 48 h. Potency, µM (top dose mostly 46.1 µM), inactives show top-dose activity, positive = re-replication, usual class: activators; note: potency is the fitted concentration of half-maximal effect; % of control where 0% means no effect; nearly all actives have a fitted effect of over 50% in size
WRN inhibitor – inhibitors of human WRN helicase | Q14191 | WRN helicase unwinding, fluorescent forked duplex, kinetic | Potency, µM (doses to about 114 µM), for inactives: at the highest dose activity change, negative = inhibition, hits mostly inhibitors | 0.46% of 360,000 active; note: potency is the fitted concentration of half-maximal effect; % is set by controls: 0 for no effect and ±100 for the full control effect; nearly all actives have a fitted effect of over 55% in size
Target sequence (Q14191 whole entry, looked up): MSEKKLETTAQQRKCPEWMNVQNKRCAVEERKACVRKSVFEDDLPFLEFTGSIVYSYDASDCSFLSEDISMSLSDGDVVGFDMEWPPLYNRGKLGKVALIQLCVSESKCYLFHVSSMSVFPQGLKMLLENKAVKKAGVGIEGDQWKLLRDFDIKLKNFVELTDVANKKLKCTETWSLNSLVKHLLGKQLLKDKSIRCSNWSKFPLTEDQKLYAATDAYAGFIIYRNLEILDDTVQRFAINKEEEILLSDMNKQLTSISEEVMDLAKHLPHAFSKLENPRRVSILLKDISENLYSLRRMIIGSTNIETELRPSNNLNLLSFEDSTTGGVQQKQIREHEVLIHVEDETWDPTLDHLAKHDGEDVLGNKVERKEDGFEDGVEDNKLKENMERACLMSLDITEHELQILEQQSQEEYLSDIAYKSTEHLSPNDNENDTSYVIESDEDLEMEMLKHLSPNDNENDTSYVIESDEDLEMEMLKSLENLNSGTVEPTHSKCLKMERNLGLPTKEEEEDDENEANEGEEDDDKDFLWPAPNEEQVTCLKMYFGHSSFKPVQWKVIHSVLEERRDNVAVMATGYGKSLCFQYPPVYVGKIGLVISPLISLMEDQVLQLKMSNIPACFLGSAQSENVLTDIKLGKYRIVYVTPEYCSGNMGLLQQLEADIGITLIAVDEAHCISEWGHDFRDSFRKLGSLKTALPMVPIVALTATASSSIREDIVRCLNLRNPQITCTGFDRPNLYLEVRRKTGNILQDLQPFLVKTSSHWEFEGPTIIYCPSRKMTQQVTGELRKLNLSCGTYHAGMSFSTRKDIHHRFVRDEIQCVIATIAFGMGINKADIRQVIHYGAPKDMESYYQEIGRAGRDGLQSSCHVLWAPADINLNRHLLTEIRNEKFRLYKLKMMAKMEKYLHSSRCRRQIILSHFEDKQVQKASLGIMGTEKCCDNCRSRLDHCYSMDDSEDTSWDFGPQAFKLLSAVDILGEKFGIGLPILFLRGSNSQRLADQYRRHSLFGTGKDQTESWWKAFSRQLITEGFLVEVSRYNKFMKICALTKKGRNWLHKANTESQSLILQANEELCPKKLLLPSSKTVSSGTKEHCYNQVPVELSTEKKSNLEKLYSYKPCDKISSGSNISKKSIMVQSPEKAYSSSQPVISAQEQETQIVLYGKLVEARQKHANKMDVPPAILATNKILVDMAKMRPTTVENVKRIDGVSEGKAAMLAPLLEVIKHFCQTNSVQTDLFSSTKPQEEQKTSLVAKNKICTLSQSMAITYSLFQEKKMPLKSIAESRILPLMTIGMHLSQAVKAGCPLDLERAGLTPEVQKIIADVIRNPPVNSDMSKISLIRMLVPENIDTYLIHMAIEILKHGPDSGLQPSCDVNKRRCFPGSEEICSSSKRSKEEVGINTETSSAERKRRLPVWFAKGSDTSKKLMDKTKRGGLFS
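Primary qHTS, 1536-well format. 20 nM WRN + compound, 15 min RT; start with 100 nM forked fluorophore/quencher duplex, 2 mM ATP (final); kinetic read ex 525/em 598 nm.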
ATXN2 expr inh – inhibitors of ATXN2 expression. HEK-293 ATXN2-luciferase reporter, luminescence, 24 h. Potency, µM (doses to about 57 µM), without a hit: at the highest dose activity change, negative = inhibition, most hits filed as inhibitors. 0.72% of 360,000 active. AID 1745845; note: potency is the fitted concentration of half-maximal effect; % is set by controls: 0 for no effect and ±100 for the full control effect; nearly all actives have a fitted effect of over 55% in size
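qHTS (up to 57 uM final) was run with 24 h compound exposure of reporter cells at 37 °C. Each well was multiplexed: SteadyGlo luminescence measured ATXN2-luciferase expression after a fluorogenic Gly-Phe-AFC viability readout (25 uM final).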
Active calls of the source: *; i = inactive; ? = inconclusive; · = no result given; [ ] = remark or other dose. Unless noted, calls come from the whole dose curve; as a rule, active = well fitted curve in the direction sought with a large enough effect; inconclusive = small, poorly fitted or top-dose-only effect, or another doubt; inactive = no such curve, though single readings can be large; an effect the other way counts as inactive or inconclusive. The order is random; 12% or so of the library scored in one or more.

SMILES | KB-3-1 tox | SW480 rerep | IL-1B inflam inh | HT1080 IDH1KD tx | KB-V1 cytotox | HT1080-NT tox | MCF10A rerep | WRN inhibitor | ATXN2 expr inh
COc1ccc(S(=O)(=O)NCC2CCC(C(=O)NCCC(C)C)CC2)cc1 (centres undefined) | ? | 6% | -1 | 0% | ? | -3% | 7% | -13%[57.1 µM] | 6%
Cc1c2cnn(CC(=O)NCc3ccccn3)c(=O)c2c(C)n1Cc1ccc(Cl)cc1 | 10% | -1% | -1 | -3% | -4% | ? | 7% | -8% | ?
CC(=O)Nc1ccc(NC(=O)c2sc(-c3ccccc3)nc2C)cc1 | 5% | 7% | 35 | -2% | -1% | -21% | 5% | 7% | -10%
COc1ccc(OC)c(C(C(=O)NCc2ccco2)N(C(=O)Cn2nnc3ccccc32)C2CC2)c1 (centres undefined) | -16% | -2% | 0 | 3% | 6.5µM* | -7% | -5% | -27% | 16%
CCCn1c2ccccc2c2nnc(SCC(=O)Nc3c(C)n(C)n(-c4ccccc4)c3=O)nc21 | 0% | 0% | -13 | -7% | -5% | -3% | 12% | -12% | -26%
CN(C)P(=NC(=O)COc1ccc(Cl)cc1Cl)(N(C)C)N(C)C | -1% | 0% | 8 | -12% | ? | 2% | 0% | 3% | -5%
O=C(/C=C/c1ccco1)Nc1nc(-c2ccccc2)cs1 | 8% | -6% | -6 | 21% | ? | 9% | 0% | -22% | 40%[activator]
Cc1ccc(CN2CCN(CC3CC4C=CC3C4)CC2)cc1 (centres undefined) | -6% | 5%[9.22 µM] | 13 | 3% | 7% | 1% | 18% | -5% | -11%
O=c1[nH]c(=O)c2[nH]c(=O)n(-c3ccccc3)c2[nH]1 | 1% | 1% | -2 | 1% | -6% | 12% | 1% | -14% | 25%
Cc1ccc(S(=O)(=O)C2(C(=O)Nc3ccc4c(c3)OCO4)CC2)cc1 | 3% | -11% | -1 | 8% | 0% | 16% | 4% | 3% | 2%
O=C(NCCc1ccc2c(c1)OCCO2)c1ccccc1F | -5% | 13% | -4 | 12% | -6% | 16% | -3% | -17% | 13%
O=C(c1ccccc1)c1ccc[nH]1 | -5% | -5% | -25 | 22% | -11% | 17% | -8% | 8% | 4%
N#Cc1ccc(C2=CC(=O)C[C@H](c3ccc(F)cc3)C2)cc1 | 4% | 22% | -30 | -4% | -5% | -6% | ? | -3% | -23%
Cc1nc2ccccn2c1/C(O)=C1\C(=O)C(=O)N(CCN2CCOCC2)C1c1ccncc1 (centres undefined) | 20% | 0%[9.22 µM] | 19 | 8% | 2% | 21% | -3% | 5% | -4%
O=[N+]([O-])c1cccc(/C=C/c2nc(C=Nc3ccccc3)c(O)o2)c1 | 11% | -5% | -3 | 4% | 6% | -1% | -12% | -4% | -23%
O=C(Nc1nccs1)c1cc2sccc2n1Cc1ccc(F)cc1 | -11% | 6% | 5 | ? | 3% | ? | 12% | -4% | 1%
Cc1cc(C(=O)CSc2nncs2)c(C)n1-c1ccc2c(c1)OCO2 | -8% | -3% | -69* | -7% | 16µM* | ? | -14% | -6% | 26%
O=C(/C=C/c1ccccc1)c1ccccc1O | -25% | ? | -86* | ? | -22% | ? | 21µM* | -15% | ?
O=C(COc1ccc(F)cc1Br)N1CCN(c2ncccn2)CC1 | 4% | -16% | -7 | -1% | -25% | -4% | -2% | -7% | 3%
COC(=O)Nc1ccc(S(=O)(=O)N2CCC(C)CC2)cc1 | ? | 3% | 4 | -15% | -9% | 5% | 14% | 2% | -1%
CCCCc1cn([C@@H](CCCCN)C(=O)N2CCNCC2)nn1 | -1% | -14% | 5 | 3% | 12% | -13% | -12% | -2% | 7%
CS(=O)(=O)c1ccc2nc(NC(=O)C3=NN(c4ccccc4)C(=O)CC3)sc2c1 | 30% | -1% | 16 | 4% | ? | -1% | ? | -1% | 5%
Cc1cccc(NC(=O)c2cccc(C(=O)Nc3cccc(C)c3)n2)c1 | 7% | ? | 37 | 8% | -6% | 10% | 28% | 0% | 4%
Cn1cc(C(c2ccccc2OCC(=O)O)c2cn(C)c3ccccc23)c2ccccc21 | 0% | -84%[inhibitor] | -10 | 1% | -10% | -13% | ? | 79µM* | 1%
Cc1ccc(C)c2nc(Cl)c(C#N)cc12 | 2% | 1% | 12 | 15% | -2% | 21% | ? | -1% | -34%
CN(CCOc1ccccc1)C(=O)c1ccc2c(=O)n3c(nc2c1)CCC3 | 9% | -11% | 4 | -1% | -15% | -1% | 11% | 9% | 3%
O=C(COc1ccc([N+](=O)[O-])cc1)NC(=O)NC1CCS(=O)(=O)C1 (centres undefined) | 7% | -1% | 3 | 10% | 3% | 1% | 1% | 2% | 1%
Cc1cc(NC(=O)CCC(=O)N(Cc2ccco2)C(C(=O)NCC2CCCO2)c2ccncc2)no1 (centres undefined) | -3% | -22% | 0 | 6% | 5% | 2% | -11% | 2% | -29%
Cc1ccc(S(=O)(=O)N(C)c2ccc(C(=O)Nc3ccccc3C(=O)N3CCOCC3)cc2)cc1 | 10% | ? | i | 14% | ? | -1% | -36%[inhibitor] | -17% | 5%
O=C(c1cc2ccccn2n1)N1CCN(c2ccccn2)CC1 | 25% | -11% | 3 | 5% | -3% | 17% | 1% | -3% | 16%
Cc1cc(C)n(CCCN2CCC(C(=O)Nc3cccc(-c4cccc(F)c4)c3)CC2)n1 | · | ? | -65* | 0% | · | -4% | ? | -5% | ?
O=[N+]([O-])c1cccc(NN=Nc2ccccc2)c1 | -1% | 3% | 14 | -18% | 10% | -10% | 25% | -5% | 26%
Nc1c(C(=O)Nc2ccc(Br)cc2)sc2nc(-c3ccco3)ccc12 | -3% | ? | 8 | -23% | 5.2µM* | -25% | 5.2µM* | -21% | -22%
CCOC(=O)Nc1ccc2c(c1)N(C(=O)CCN(CC)CC)c1ccccc1CC2 | -5% | 0% | ? | -23% | -2% | ? | 9% | 5% | ·
O=c1ccn(-c2ccccc2)[nH]1 | 3% | 1% | 0 | 13% | 4% | 22% | -7% | 7% | 6%
CC1=NN(C(=O)Cc2ccc([N+](=O)[O-])cc2)C(O)(c2cccnc2)C1 (centres undefined) | 2% | -1% | -17 | ? | 6% | ? | -4% | 2% | -12%
COc1ccccc1NC(=O)Cn1cc(C(=O)C2CC2)c2ccccc21 | -10% | 2% | -2 | 0% | ? | -2% | -2% | -24% | -10%
O=C(O)c1cc([N+](=O)[O-])c(N2CCCC2)c([N+](=O)[O-])c1 | 10% | -1% | 26 | 14% | 9% | 4% | 19% | 2% | 4%
CCSc1ncc(Cl)c(C(=O)Nc2ccccc2)n1 | -4% | -88%[inhibitor] | 19 | -10% | ? | 4% | -2% | -6% | 16%
COc1ccc(-n2nc3cc(C)c(NC(=S)NC(=O)c4ccccc4C)cc3n2)cc1 | 13% | 11% | -4 | 21% | 1% | -1% | 3.7µM* | 0% | 25%

Next part, starting with the last 3 of the part before.
SMILES | KB-3-1 tox | SW480 rerep | IL-1B inflam inh | HT1080 IDH1KD tx | KB-V1 cytotox | HT1080-NT tox | MCF10A rerep | WRN inhibitor | ATXN2 expr inh
O=C(O)c1cc([N+](=O)[O-])c(N2CCCC2)c([N+](=O)[O-])c1 | 10% | -1% | 26 | 14% | 9% | 4% | 19% | 2% | 4%
CCSc1ncc(Cl)c(C(=O)Nc2ccccc2)n1 | -4% | -88%[inhibitor] | 19 | -10% | ? | 4% | -2% | -6% | 16%
COc1ccc(-n2nc3cc(C)c(NC(=S)NC(=O)c4ccccc4C)cc3n2)cc1 | 13% | 11% | -4 | 21% | 1% | -1% | 3.7µM* | 0% | 25%
CCc1nccn1S(=O)(=O)c1cc(OC)ccc1OC | -9% | 3% | 34 | 1% | -26% | -5% | -7% | -15% | 11%
CN(CC1CCOCC1)C(=O)CC1C(=O)NCCN1C/C=C/c1ccccc1 (centres undefined) | -23% | -8% | -15 | 2% | 0% | 2% | ? | 3% | 12%
CC(=O)N1N=C(N)SC1c1ccc(Cl)c(Cl)c1 (centres undefined) | -2% | · | -14 | -11% | -17% | -2% | · | -8% | ·
CN1C=CC2=C(C#N)C(N)C(C#N)(C#N)C(c3ccccc3)C2C1 (centres undefined) | -19% | 7% | -13 | -4% | 15µM* | 0% | 12% | 0% | -5%
Cc1cc(C)nc(SCc2ccc(C(=O)NN=C3C4CC5CC(C4)CC3C5)cc2)n1 | 4% | -3% | 21 | -12% | 11% | 19% | 3% | -2% | -5%
Cn1cccc1CC(=O)NNC(=O)Nc1ccc(Cl)cc1 | -6% | -4% | -20 | 12% | 0% | 4% | -33%[inhibitor] | -12% | 3%
COc1cc2c(cc1OC)C(COc1ccc(F)cc1)NCC2 (centres undefined) | -20% | 1% | -8 | 3% | -7% | -8% | 2% | -2% | ·
COc1ccc(CN2CCN(C(=O)c3ccco3)CC2)cc1OC | 3% | 1% | 10 | -20% | -18% | 1% | 3% | -6%[57.1 µM] | 5%
CC(C)(C)OC(=O)N1CCC(c2cc(-c3cccs3)n[nH]2)CC1 | -9% | 5% | -76* | -27% | -8% | -17% | 6% | -1% | 1%
CSc1nnc(CCNC(=O)OC(C)(C)C)o1 | 3% | -20% | 3 | 3% | 22% | -2% | 3% | 4% | ·
O=C1c2cccc3cccc(c23)C(=O)N1CCCN(C(=O)c1cccs1)c1cccc(F)c1 | -20% | -2% | 30 | -13% | ? | -1% | -4% | -5% | 3%
COc1ccc(N(CC(=O)NC2CCCC2)C(=O)CCC(=O)Nc2cc(C)on2)c(OC)c1 | 17% | 3% | 22 | 0% | -5% | 4% | 10% | 2% | 2%
Cc1oc(-c2ccc(Cl)cc2)nc1CN1CCCN(C(=O)c2ccco2)CC1 | · | 5% | -3 | -1% | · | 0% | 9% | -11% | -17%

Assay outcomes: PubChem, National Center for Advancing Translational Sciences (NCATS)
